Screening results as filed in PubChem.
Lipid droplet: hepatic lipid droplet formation modulation. AML12 mouse hepatocytes, oleate lipid droplets, BODIPY imaging. actives 0.4% (n = 240,000). AID 1656. inhibition, % at 6.5 µM;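 active = lipid droplet intensity inhibited by at least 50%, with more than 500 cells counted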
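material = mouse AML12 hepatocyte cell line, fixed after treatment | also added = 100 µM oleic acid challenge | doses = compound at 6.5 µM only | schedule = overnight exposure | technique = Image-based BODIPY and DAPI two-channel analysis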
Dynein cargo inh: blocks dynein driven cargo transport along microtubules | 3617.4 mouse cells, GR-EGFP nuclear translocation imaging; test concentration mostly 20 µM; stimulated with dexamethasone, 1 µM; active compounds read low | z-score, hits read low | actives 0.47% (n = 220,000) | AID 1381;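 active = plate z-score of nuclear minus cytoplasmic receptor signal below a set negative limit, without overly bright fluorescence or cell loss, cut at about -3.5 in these data, passing the limit was not always enough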;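 also: z-score of nuclear minus cytoplasmic ring GR-EGFP intensity difference per well; some compounds called inactive have numbers as strong as hits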
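medium = tetracycline-free induction medium containing charcoal-stripped FBS | also added = 1.0 µM final dexamethasone stimulus | schedule = 48 h induction, 1 h compound, 30 min dex at 37 °C | technique = fixed, Hoechst-stained cells imaged at 10x for EGFP | measure = GR-EGFP nuclear translocation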
T cell HTS: modulates CD8 T cell binding to vesicles; 2C CD8+ T cell-vesicle binding, flow cytometry; active compounds read low; calls only at 7 µM; actives 0.068% (n = 330,000); AID 2052;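 active = response, share of CD8 T cells binding vesicles, and their 90th percentile fluorescence all below set limits, cut at about 80% in these data, passing the limit was not always enough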
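material = purified 2C TCR transgenic mouse naive CD8+ T cells | controls = Unloaded micro-vesicles (low), QL9 vesicles with 0.7% DMSO (high) | detection = cytometric PE anti-B7-1 and Alexa647 anti-CD8 signals after 1% paraformaldehyde fixation | incubation = binding step 1.5 h, 37 °C, antibody labelling 20 min, ice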
TNAP activators: human TNAP enzyme activators, primary screen, biochemical, luminescent, no phosphate acceptor, uHTS (AID 1001); purified TNAP, luminescent activation assay, no phosphate acceptor; higher activation fold means a stronger effect; one-dose activation fold at 20 µM; EC50 in µM for titrated hits; actives 0.03% (n = 200,000); in the data active = activation fold from about 3, or a potency from the dose series; inactive = the rest, 99 in 100 with activation fold below about 1.6; also: many of its hits are not listed in these tables
b-catenin transl: modulators of beta-catenin nuclear translocation; AID 1665; HeLa beta-catenin nuclear translocation, immunofluorescence imaging; actives 0.3% (n = 190,000); nuclear translocation activity, % at 5 µM;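 active = nuclear translocation activity above 50% at 5 µM, with a well cell count of 50 or more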;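 also: per-cell ratio of nuclear to cytoplasmic median beta-catenin stain intensity; plate controls were DMSO negative control for no effect and GSK-3 inhibitor IX positive control for full effect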
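Technique: fluorescence imaging of beta-catenin antibody stain plus DAPI / Material: human HeLa cell line / Incubation: compound treatment 24 h, 37°C, 5% CO2 / Read-out basis: % activation of per-cell nuclear versus cytoplasmic median beta-catenin signal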
human PMI inhibition: MPI enzyme activity inhibition – biochemical, fluorescence intensity, coupled assay, primary screen (AID 1209); purified PMI enzyme, coupled fluorescence intensity; higher % means a stronger effect; one-dose inhibition, % at 20 µM; IC50 in µM for titrated hits; actives 0.42% (n = 190,000); in the data active = inhibition above about 50%;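 also: plate controls were DMSO vehicle for no effect and wells lacking substrate for full effect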
MT stabilize HCS: microtubule stabilizers in HeLa cells; actives 0.83% (n = 200,000); % tubulin-high responders, % at 10 µM; HeLa tubulin immunostaining HCS, 24 h; share of cells brighter than vehicle mean+2SD;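 active = plate Z-score above 3 for both tubulin-high and condensed-nucleus cell shares, with cell loss under 80%, at 10 µM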;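 also: anti alpha tubulin signal scored within the nucleus-defined area of each cell; some results filed as inactive read as strong as hits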
Myeloid diff 2: compounds promoting myeloid differentiation; actives 1% (n = 360,000); ER-HoxA9 myeloid progenitors, lysozyme-GFP differentiation, flow cytometry; AID 624256; calls only at 10 µM;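 active = normalized GFP-positive differentiation at or above the plate's own cutoff, the solvent-only control mean plus 3 SD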;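 also: cells exposed to compound for four days before flow analysis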
Insulin prom up: MIN6 insulin promoter up-regulation. MIN6 insulin promoter-GFP reporter, high-content imaging; active compounds read high. z-score at 5 µM. actives 0.3% (n = 190,000);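 active = z-score above 3 at 5 µM with at least 500 cells counted in the well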
Dynein cargo inh cytoplasmic EGFP: second read-out of Dynein cargo inh, no call of its own (marks repeat the call); z-score; measured here: cytoplasmic GR-EGFP intensity; active compounds read high
Dynein cargo inh nuclear GR-EGFP: also measured in Dynein cargo inh; calls as there; z-score; measured here: nuclear GR-EGFP intensity;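 lower value marks the stronger effect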
Dynein cargo inh cell count: also measured in Dynein cargo inh; calls as there; z-score; measured here: cell count per field
Insulin prom up cell count: second read-out of Insulin prom up, no call of its own (marks repeat the call); cell count; measured here: cytotoxicity, nuclei count;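 total cells summed across four imaged fields per well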
Lipid droplet cells 6.5 µM: further read-out of Lipid droplet, marked with its call; cell count; measured here: cell count, cytotoxicity flag;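 cells counted across two imaged fields per well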
b-catenin transl cell count 5 µM: also measured in b-catenin transl; calls as there; cell count; measured here: cell count, cytotoxicity flag
T cell HTS vesicle-bound %: further read-out of T cell HTS, marked with its call; double positive events, %; measured here: CD8+ vesicle-bound cell fraction;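 binding gate set so that unloaded-vesicle control wells show 10% double positive cells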
MT stabilize HCS Hoechst-high %: recorded beside MT stabilize HCS, whose call it bears; % Hoechst-high responders; measured here: nuclear condensation Hoechst responders;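 share of cells brighter than vehicle mean plus two SD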
MT stabilize HCS cytotoxicity %: recorded beside MT stabilize HCS, whose call it bears; toxicity, %; measured here: cytotoxicity by cell density;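 0% = mean cell density of plate MIN control wells and 100% = no cells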
Myeloid diff 2 GFP+ MAC1+ %: further read-out of Myeloid diff 2, marked with its call; GFP+ MAC1+ double positive, %; measured here: differentiation confirmed by MAC1 staining
* = called active by the depositor; i = inactive; x = not tested or not shown; + = active, no number.

SMILES	Lipid droplet	Lipid droplet cells 6.5 µM	Dynein cargo inh	Dynein cargo inh cytoplasmic EGFP	Dynein cargo inh nuclear GR-EGFP	Dynein cargo inh cell count	T cell HTS	T cell HTS vesicle-bound %	TNAP activators	b-catenin transl	b-catenin transl cell count 5 µM	human PMI inhibition	MT stabilize HCS	MT stabilize HCS Hoechst-high %	MT stabilize HCS cytotoxicity %	Myeloid diff 2	Myeloid diff 2 GFP+ MAC1+ %	Insulin prom up	Insulin prom up cell count
CCOC(=O)c1c(O)c2ccccc2n(-c2ccccc2)c1=O	0	631	0.012	-0.23	0.42	0.22	i	17	1	-1.2	1074	0%	4.3	2.6	6.6	i	0.3	-0.72	1073
O=C(CC1Sc2ncnn2C1=O)Nc1ccccc1 (stereo not drawn)	8	773	0.6	0.091	0.74	-0.51	i	33	1.4	x	x	43%	1.4	2.0	6.8	i	3.3	x	x
Cc1c(Cl)cccc1NC(=S)NNc1ncc(C(F)(F)F)cc1Cl	x	x	0.1	0.22	0.25	0.059	i	7	2.2	x	x	-9%	2.2	1.1	0.3	i	5.2	-0.87	867
O=C(Nc1ccc2ccccc2c1)c1onc2c1CCCC2	x	x	0.2	-0.092	0.61	1.1	i	10	1.1	-0.4	1359	0%	2.7	3.1	3.3	i	0.4	-0.29	1516
CC(=O)c1c(C)[nH]c(C(=O)OCC(=O)Nc2cc(Cl)ccc2[N+](=O)[O-])c1C	-10	634	0.57	-0.2	0.1	0.25	i	61	1	-3.3	1179	9%	3.2	2.6	6.3	i	0.2	-0.31	1335
C/C=N\NC(=O)COc1cc(C)ccc1C	-6	691	0.49	-0.36	0.11	0.52	i	48	1	0.5	1605	6%	6.6	2.6	11	i	0.0	0.71	1456
COc1ccc(C(=O)Nc2ccc3c(c2)nc(CCNC(C)=O)n3C)cc1	10	812	1.7	-0.0006	0.51	-1.2	i	6	1	x	x	-1%	1.7	1.6	8.7	i	0.9	x	x
CCC(=O)N1CCN=C1SCc1ccc(F)cc1	x	x	0.63	-0.1	0.58	-0.72	i	49	1.2	x	x	3%	4.1	3.5	2.6	i	1.1	0.8	987
O=C(NCCc1ccc(Cl)cc1)C1CCN(S(=O)(=O)c2ccc(Br)s2)CC1	-2	754	-0.75	-0.28	0.31	0.13	i	42	1.1	2.8	480	10%	1.0	2.7	9.1	i	0.5	x	x
COc1ccc(NC(=O)c2ccccc2Cl)cc1NC(=O)CN1CCOCC1	6	725	0.89	-0.2	0.43	-0.26	i	7	1	0.1	1188	12%	2.5	1.3	5.0	i	2.1	0.25	1336
COC(=O)CNC(=O)Cn1nc(C)c([N+](=O)[O-])c1C	26	711	-0.2	-0.29	0.34	0.15	i	42	1.1	-1.7	1074	-4%	4.0	3.5	7.2	i	0.1	0.18	1238
Cc1nc(NS(=O)(=O)c2ccccc2)sc1C(=O)N/N=C/c1ccccc1	-6	701	0.37	-0.24	0.16	0.42	i	23	x	-2.7	1102	x	x	x	x	i	0.6	-0.29	1259
CCn1c(Cn2nnc(-c3ccccc3)n2)nnc1SCC(=O)Nc1cccc(C(C)=O)c1	x	x	0.037	-0.22	0.21	-0.16	i	33	0.9	-1.0	1149	-1%	5.6	1.9	14	i	0.8	-0.07	971
COc1cccc(C2CC(c3c(Cl)cccc3Cl)n3nc(N)nc3N2)c1 (stereo not drawn)	14	647	-0.4	-0.33	0.052	1.3	i	62	1.1	-0.8	1043	13%	5.2	2.1	8.0	i	1.0	-0.65	1747
O=C(C1COc2ccccc2O1)N1CCc2ccccc21 (stereo not drawn)	x	x	-0.22	-0.24	0.048	0.57	i	13	1.1	-0.8	793	0%	2.0	2.9	8.7	i	5.9	x	x
OCCN1CCN(CCCc2c3c(cc4c2CCC4)CCC3)CC1	3	728	-0.58	-0.28	-0.6	0.67	i	43	1	-0.3	583	-31%	2.5	3.8	8.3	i	0.9	0.39	1238
Cc1cc(C)n(/C(=C/N(C)C)C(=O)c2ccccc2)n1	x	x	1.3	-0.26	0.87	-0.8	i	47	1	1.4	1037	10%	4.8	2.9	4.6	i	1.0	0.03	1191
Cc1nonc1NC(=O)CSc1ccc(-c2ccccc2)nn1	x	x	1.5	-0.17	0.91	-0.91	i	33	1	0.1	1364	10%	5.0	2.4	5.9	i	3.2	2.2	1459
COc1ccc(CCNC(=O)Cn2c(=O)oc3ccccc32)cc1OC	x	x	-0.62	-0.19	-0.24	0.54	i	43	1.1	-2.2	1381	2%	1.9	1.4	5.7	i	1.1	0.29	1564
CCCCSC1=N/C(=C/c2ccsc2)C(=O)N1c1ccccc1	28	640	0.36	-0.3	-0.16	-0.083	i	7	1.1	-0.6	996	8%	2.4	4.0	11	i	1.2	0.11	1465
O=C(/C=C/c1ccco1)N1CCN(S(=O)(=O)c2ccc(F)c(F)c2F)CC1	1	767	-1.2	0.076	-0.62	1.1	i	48	1.1	3.1	532	-15%	1.5	2.3	5.8	i	1.1	x	x
C=CCC1c2cccc(C(=O)O)c2C(=O)N1c1cccc(C)c1 (stereo not drawn)	1	749	0.24	-0.26	-0.016	1.4	i	11	1	-1.8	1138	5%	1.2	1.9	6.6	i	3.8	-1.1	1373
CCC/C(=N/NC(=O)c1ccccc1Cl)c1ccccc1	-15	673	-1.3	-0.33	-0.55	0.82	i	3	1.1	0.7	1166	1%	4.0	1.7	5.6	i	0.4	0.04	1254
CCN(CC)CCn1c(=O)n(-c2ccc(Cl)cc2)c(=O)c2c3c(sc21)CN(C)CC3	30	694	2.7	0.21	2.9	-3.3	i	56	x	-0.5	1305	x	x	x	x	+	6.9*	x	x
CCc1ccccc1NC(=O)CSc1nc2c(c(-c3ccco3)c1C#N)CCCC2	x	x	-0.37	-0.22	-0.3	0.31	i	11	1	-0.8	1126	-4%	1.6	1.1	6.3	i	6.9	-0.03	1214
CCc1ccc(OCCn2cccn2)cc1	0	714	1.3	-0.31	0.98	-0.33	i	59	1.1	0.6	1073	8%	3.8	2.9	8.8	i	1.1	0.09	1273
CCc1ccc(C(=O)CCC2CCCCC2=O)cc1 (stereo not drawn)	-12	730	-0.29	-0.0057	-0.32	0.81	i	38	1	-5.5	1146	17%	2.0	1.5	7.7	i	0.9	-0.42	688
O=C(OCc1ccc(F)cc1)c1ccc2ccccc2n1	14	689	0.16	-0.23	0.14	0.65	i	60	1.1	0.2	1055	7%	2.4	2.1	3.8	i	0.1	0.33	1449
COc1ccc(NC(=O)CNc2cc(S(=O)(=O)N3CCOCC3)ccc2NCC2CCCO2)cc1 (stereo not drawn)	-9	681	0.2	-0.29	0.8	-0.079	i	25	1.1	-3.0	1088	17%	3.3	2.7	7.4	i	0.3	-0.31	1178
CC(C)CCN1C(=O)c2ccc(C(=O)OCn3nnc4ccccc4c3=O)cc2C1=O	x	x	-0.4	-0.35	-0.16	0.68	i	20	1.1	-0.3	1325	5%	2.0	1.1	5.5	i	1.5	-0.25	1581
CCOC(=O)Cc1csc(NC(=O)COc2cccc(C)c2)n1	23	708	0.15	-0.14	-0.16	0.59	i	51	1.1	3.3	1026	0%	2.5	2.2	2.5	i	0.0	0.61	1064
COC(=O)c1ccc(CSCC(=O)Nc2ccccc2)cc1	7	712	-0.13	-0.29	0.085	0.01	i	60	1.1	2.1	1068	14%	1.2	1.0	3.8	i	0.1	-0.58	1473
Nc1nc(SCC(=O)NCCN2CCOCC2)nc2sc3c(c12)CCC3	0	675	-0.54	-0.3	-0.51	0.5	i	59	1.1	2.0	950	14%	2.8	3.3	4.0	i	0.8	x	x
CCC1Oc2ccccc2N(CC(=O)NCc2ccco2)C1=O (stereo not drawn)	11	757	1.4	-0.33	1.2	0.16	i	27	1	1.1	997	9%	2.2	2.2	12	i	0.6	-0.74	1538
CCOc1cccc(-c2nn(-c3ccccc3)cc2/C=C(/C#N)C(=O)NCCCn2ccnc2)c1	6	683	-0.54	-0.29	-0.7	0.92	i	7	1	4.6	474	4%	3.2	3.5	9.4	i	1.8	-1.3	1363

2 entries picked at random from those above:
SMILES	Lipid droplet	Lipid droplet cells 6.5 µM	Dynein cargo inh	Dynein cargo inh cytoplasmic EGFP	Dynein cargo inh nuclear GR-EGFP	Dynein cargo inh cell count	T cell HTS	T cell HTS vesicle-bound %	TNAP activators	b-catenin transl	b-catenin transl cell count 5 µM	human PMI inhibition	MT stabilize HCS	MT stabilize HCS Hoechst-high %	MT stabilize HCS cytotoxicity %	Myeloid diff 2	Myeloid diff 2 GFP+ MAC1+ %	Insulin prom up	Insulin prom up cell count
CCCCSC1=N/C(=C/c2ccsc2)C(=O)N1c1ccccc1	28	640	0.36	-0.3	-0.16	-0.083	i	7	1.1	-0.6	996	8%	2.4	4.0	11	i	1.2	0.11	1465
O=C(Nc1ccc2ccccc2c1)c1onc2c1CCCC2	x	x	0.2	-0.092	0.61	1.1	i	10	1.1	-0.4	1359	0%	2.7	3.1	3.3	i	0.4	-0.29	1516
